EBI2 antag: EBI2 receptor antagonists, beta-arrestin recruitment, primary screen, cell-based, luminescence, 7a,25-OHC stimulation, uHTS; 7a,25-OHC stimulated; inhibition, % at 5 µM; actives 0.81% (n = 360,000); G-protein coupled receptor 183 (Homo sapiens), P32249; in the data active = inhibition above about 38%;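 also: enzyme fragment complementation signal reports receptor beta-arrestin coupling in cells; 0% = agonist plus DMSO wells and 100% = wells without agonist; some results beyond the cut were filed as inactive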
Target sequence (P32249 whole entry, looked up, the tested form may be a part): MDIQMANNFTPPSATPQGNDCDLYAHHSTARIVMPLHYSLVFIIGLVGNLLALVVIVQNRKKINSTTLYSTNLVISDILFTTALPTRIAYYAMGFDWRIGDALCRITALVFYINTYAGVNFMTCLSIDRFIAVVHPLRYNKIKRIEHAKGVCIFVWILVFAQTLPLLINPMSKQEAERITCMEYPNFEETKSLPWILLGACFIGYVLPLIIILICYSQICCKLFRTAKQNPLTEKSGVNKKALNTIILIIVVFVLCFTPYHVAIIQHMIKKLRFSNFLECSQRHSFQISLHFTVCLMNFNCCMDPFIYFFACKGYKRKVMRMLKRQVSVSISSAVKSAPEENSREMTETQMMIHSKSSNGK
CXCR6 inh: CXCR6 receptor inhibitors, primary screen, cell-based, beta-arrestin, luminescence, CHO-K1 PathHunter, 1536-well; C-X-C chemokine receptor type 6 (Homo sapiens), O00574; inhibition, % at 20 µM; actives 0.36% (n = 360,000); in the data active = inhibition above about 34%, passing the limit was not always enough;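 also: antagonist mode with CXCL16 agonist at 10 nM final; 0% = 10 nM CXCL16 with DMSO and 100% = unstimulated wells without agonist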
Target sequence (O00574 whole entry, looked up): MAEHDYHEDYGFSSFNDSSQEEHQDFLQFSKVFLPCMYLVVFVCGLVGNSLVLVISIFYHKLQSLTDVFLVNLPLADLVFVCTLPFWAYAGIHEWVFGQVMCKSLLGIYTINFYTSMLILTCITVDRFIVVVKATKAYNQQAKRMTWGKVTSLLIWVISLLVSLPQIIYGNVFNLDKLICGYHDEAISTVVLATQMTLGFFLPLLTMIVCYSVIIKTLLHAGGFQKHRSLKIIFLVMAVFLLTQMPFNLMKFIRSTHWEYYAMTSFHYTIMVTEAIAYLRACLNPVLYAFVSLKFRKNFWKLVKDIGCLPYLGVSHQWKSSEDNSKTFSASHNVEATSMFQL
* hit, by the source's call. An excerpt; the hit share may differ from the screen's.

CXCR6 inh | EBI2 antag | molecule
5 | -6 | CN1CCN(C2CN(Cc3ccc(F)cc3)S(=O)(=O)C2)CC1 (stereo not given)
2 | -7 | CCCCN(C)CCCNC(=O)Cn1cc2c(n1)-c1c(oc(C(=O)N3CCCC3)c1C)CC2
-6 | -7 | Nc1nc2c(ncn2[C@@H]2O[C@H](CNC(=O)[C@H](N)Cc3cncn3COCc3ccccc3)[C@@H](O)[C@H]2O)c(=O)[nH]1
17 | 17 | COc1ccc(-c2ccc(CN3C(CC(C)C)C(=O)N(Cc4cn(CC5CCCCC5)nn4)CCS3(=O)=O)cc2)cn1 (stereo not given)
2 | 22 | FC(F)C(F)(F)Oc1cccc(Nc2nccn3c(-c4cccc5ccccc45)cnc23)c1
-11 | -18 | CCOC(=O)C(N=Nc1nn[nH]n1)C(C)=O (stereo not given)
9 | -4 | O=S(=O)(Nc1nc(-c2ccco2)c(-c2ccco2)s1)c1ccc(F)cc1F
5 | -6 | CC1(C(=O)NS(=O)(=O)c2ccccc2C(F)(F)F)CCN1C(=O)COc1ccc(Cl)cc1 (stereo not given)
2 | -2 | Cc1ccc(CNC(=O)Nc2nnc([C@H]3C[C@H](O)[C@@H](CO)O3)s2)cc1
-3 | 1 | CC(=O)Nc1ccc(S(=O)(=O)NCC(=O)OCC(=O)NCCc2ccccc2)cc1
7 | 29 | COc1ccc(C(=O)c2[nH]c(N)c(C(=O)NCCc3c[nH]c4ccccc34)c2-c2c(F)cccc2Cl)cc1
5 | 3 | O=C(c1cccc(-c2cncc3nccn23)c1)N1CCOCC1
-5 | -7 | Cc1ccc(S(=O)(=O)N2[C@H](c3ccc(Cl)cc3)CC(=O)[C@@H]3CN(S(=O)(=O)c4ccccc4C)[C@H](c4ccc(Cl)cc4)C[C@@H]32)cc1
0 | 6 | Cc1ccc(Cn2c(C)c(C(=O)NCc3cccs3)sc2=O)cc1
1 | -2 | NC(=O)c1cccc(-c2coc3c(C(=O)NCCc4ccccc4)cccc23)c1
7 | -10 | Cc1ccsc1CN(C)CC(=O)N(C)CC(=O)Nc1c(Cl)cccc1Cl
-4 | 3 | CCCCC(=O)N(C)c1c(CC)nc2c(OCc3ccccc3C)cccn12
-15 | 18 | CC(=O)N1Cc2cc(C(=O)NCC(F)(F)F)nc(-c3cccc(-c4cc5ccccc5o4)c3)c2[C@H]1CCO
-4 | 1 | CC1(C(=O)NCc2ccc3c(c2)OCO3)CCN1C(=O)CCc1ccc(Cl)cc1Cl (stereo not given)
5 | -4 | CC(C)(C)n1nnnc1C(c1ccccc1)N1CCN(c2ccccn2)CC1 (stereo not given)
6 | 13 | Cc1ccccc1-c1cc2nc(NCc3ccc4occc4c3)n(C)c(=O)c2s1
0 | -1 | CC(C)CC1C(=O)N(Cc2cn(CCC3OCCO3)nn2)CCS(=O)(=O)N1Cc1ccc(-c2cccc(CO)c2)cc1 (stereo not given)
6 | 12 | C#Cc1ccc(NC(=O)C2(C)CCN2C(=O)C/C=C/c2ccccc2)cc1 (stereo not given)
-8 | -6 | CCNC(=O)C1CCCN(Cc2cc(C(F)(F)F)ccc2Cl)CC1 (stereo not given)
-6 | 4 | Cc1onc(-c2ccccc2)c1C(=O)OCC(=O)c1ccc[nH]1
-4 | -3 | Cc1onc(-c2ccccc2)c1-c1nnc(COC(=O)c2ccc(N(C)C)cc2)o1
1 | -5 | CC(C)(C)OC(=O)NCCc1onc(-c2ccccc2F)c1C(=O)O
-1 | -17 | Cc1ccc2nc(C3CCCCC3)c(CC(C)(C)C)n2c1
8 | 31 | Cc1ccccc1-c1cc2nc(Oc3ccc4c(c3)OCO4)n(C)c(=O)c2s1
8 | -4 | C[C@H]1CN([C@@H](C)CO)S(=O)(=O)c2ccc(C#CC(C)(C)O)cc2O[C@H]1CN(C)Cc1ccccc1
0 | 6 | CC1(C)CC(=O)C=C(c2ccc(-c3cccc4c3sc3ccccc34)cc2)C1=O
-11 | 7 | COc1ccccc1-c1csc(C(O)c2ccc(F)c(F)c2)n1 (stereo not given)
-1 | -3 | O=C(c1ccccc1F)N1N=C(C(F)(F)F)CC1(O)c1ccccc1 (stereo not given)
-4 | -4 | CN(CC(=O)Nc1ccc(F)cc1)C(=O)COC(=O)c1nc(Cl)ccc1Cl
2 | -1 | O=C(NCc1ccccc1)c1cc(C2COCCN2S(=O)(=O)c2ccccc2)on1 (stereo not given)
2 | 9 | CCC/C=C/c1ccc(CN2C(CC(C)C)C(=O)N(Cc3cn(CCC4OCCCO4)nn3)CCS2(=O)=O)cc1 (stereo not given)
-1 | -12 | CCNC(=O)C1CCCN(C(=O)c2ccco2)CC1 (stereo not given)
-3 | 4 | C#CCn1cc(CNC[C@H]2O[C@@H](n3cnc4c(=O)[nH]c(N)nc43)[C@H](O)[C@@H]2O)c2ccccc21
-3 | 3 | COCC(=O)N(C)C[C@@H]1Oc2cc(-c3ccc(F)cc3)ccc2S(=O)(=O)N([C@H](C)CO)C[C@H]1C
-2 | 1 | COCCNC(=O)C1(C)CCN(Cc2ccccc2C#N)C1 (stereo not given)

Entries of single compounds as entered above:
Entry for `Cc1onc(-c2ccccc2)c1-c1nnc(COC(=O)c2ccc(N(C)C)cc2)o1` = CXCR6 inh: -4; EBI2 antag: -3
Entry for `COc1ccc(C(=O)c2[nH]c(N)c(C(=O)NCCc3c[nH]c4ccccc34)c2-c2c(F)cccc2Cl)cc1` = CXCR6 inh: 7; EBI2 antag: 29
Entry for `NC(=O)c1cccc(-c2coc3c(C(=O)NCCc4ccccc4)cccc23)c1` = CXCR6 inh: 1; EBI2 antag: -2

Looked up one by one from the entries so far:
CXCR6 inh | EBI2 antag | molecule
-3 | 3 | COCC(=O)N(C)C[C@@H]1Oc2cc(-c3ccc(F)cc3)ccc2S(=O)(=O)N([C@H](C)CO)C[C@H]1C
-3 | 4 | C#CCn1cc(CNC[C@H]2O[C@@H](n3cnc4c(=O)[nH]c(N)nc43)[C@H](O)[C@@H]2O)c2ccccc21

Further results:
CXCR6 inh | EBI2 antag | molecule
-8 | -14 | CCCCNC(=O)C1c2ccccc2OCC(=O)N1CC(F)(F)F (stereo not given)
7 | -6 | Cc1ccccc1Nc1nc(N)nc(COC(=O)c2ccc3c(c2)OCCO3)n1
4 | -6 | O=C(NCC1CC1)C1Cc2c(-c3ccccc3Oc3ccccc3)ccnc2O1 (stereo not given)
-10 | 0 | O=C(CC[C@H]1O[C@@H](n2cnc3c(NC(=O)c4ccccc4)ncnc32)[C@H](O)[C@@H]1O)NCC1CCN(Cc2ccccc2)CC1
12 | 1 | C=CCn1c(SCC(=O)Nc2c(C)n(C)n(-c3ccccc3)c2=O)nnc1-c1ccncc1
-3 | -7 | Nn1c(COc2ccccc2F)nnc1SCC(=O)NCC1CCCO1 (stereo not given)
1 | -2 | COc1cc2c(cc1CNC[C@H]1O[C@@H](n3ccc(N)nc3=O)[C@H](O)[C@@H]1O)OCO2
1 | -7 | c1ccc2c(c1)COc1c3ncccc3nn1-2
-7 | -5 | CC(C)(C(=O)N1CCC1(C)C(=O)NS(=O)(=O)c1ccccc1Cl)c1ccccc1 (stereo not given)
4 | 1 | OC[C@@H](O)C(O)[C@@H](O)CO (stereo not given in full)
-3 | 41 | COc1ccc(S(=O)(=O)N(C)C[C@H]2OCc3cnnn3CCCC(=O)N([C@@H](C)CO)C[C@H]2C)cc1
-8 | 1 | CC(O)(c1ccc(F)c(F)c1)c1nc(-c2ccc(S(C)(=O)=O)cc2)cs1 (stereo not given)
0 | 6 | CCCCCCN1C[C@@H](O)[C@H](n2cc(-c3ccc(F)cc3)nn2)C[C@@H]1c1ccc(OC)cc1
-2 | 2 | O=C(Nc1cccc(Cl)c1)c1csc(COCCO)n1
-1 | -1 | CCCCOCCCNC(=O)C[C@@H]1C[C@@]2(C(=O)OCC)CCC=C2N(Cc2ccco2)C1=O
-6 | 29 | c1ccc2sc(-n3cc(C4CCCCC4)nn3)nc2c1
-6 | 1 | O=C(Nc1nnc([C@@H]2C[C@H](O)[C@@H](CO)O2)s1)c1cccc(Cl)c1
3 | -8 | CCCNC(=O)c1cc(C2CCCN(C(=O)c3cc(F)ccc3C)C2)on1 (stereo not given)
-2 | -41 | O=C(Nc1cccc(C(F)(F)F)c1)C1Cc2c(-c3ccco3)ccnc2O1 (stereo not given)
3 | -6 | CCCS(=O)(=O)NC(=O)C1(C)CCCN(C(=O)c2cc(C(C)(C)C)nn2C)C1 (stereo not given)
-6 | 4 | O=C(c1[nH]c(C(F)(F)F)nc1-c1ccccc1)N1CCN(c2cccc(C(F)(F)F)n2)CC1
6 | -2 | CCN(CC)C(=O)c1ccc2nc([C@H]3C[C@H](O)[C@@H](CO)O3)[nH]c2c1
11 | 11 | CCc1ccccc1Oc1nc(NCc2ccccc2)nc2ccsc12
-5 | 4 | C#Cc1cccc(C(=O)N(Cc2cccnc2)CC2CCCN(C3CCCCC3)C2)c1 (stereo not given)
-4 | 10 | COc1c(C)cc(C(O)c2ncc(-c3cccc4ccccc34)[nH]2)cc1C (stereo not given)
-6 | -15 | Cc1ccc(-c2nc3ccc(Cl)cn3c2CC(C)(C)C)cc1
-2 | 8 | CCCCCCN1C[C@@H](O)[C@H](n2cc(C3CC3)nn2)C[C@@H]1c1ccccc1
-2 | 3 | COCCNC(=O)C1CCCN(C(=O)c2ccc3sccc3c2)CC1 (stereo not given)
-7 | 0 | CSc1ccc(NC(=O)C2(C)CCN2C(=O)c2cc(C)n(C)n2)cc1 (stereo not given)
-9 | 1 | CC(C)c1ccc(CC(=O)N2CCC2(C)C(=O)NS(=O)(=O)c2ccc(Cl)s2)cc1 (stereo not given)
4 | -1 | C[C@H]1CN([C@@H](C)CO)C(=O)c2cc(Br)cnc2O[C@H]1CN(C)C(=O)c1ccccn1
-1 | -5 | O=C(Nc1nnc([C@H]2C[C@H](O)[C@@H](CO)O2)s1)Nc1ccccc1F
12 | -2 | O=C(Nc1ccc(F)c(Cl)c1)c1ccc2sc([C@@H]3O[C@H](CO)[C@H](O)[C@H](O)[C@H]3O)nc2c1
-8 | 3 | COc1ccccc1CNc1nc(NCCOc2ccccc2)c2sccc2n1
16 | 24 | COc1cccc(-c2cnc3c(NC(C)=O)cc(-c4ccccc4OC)cn23)c1
0 | -10 | C[C@H](CO)N1C[C@H](C)[C@@H](CN(C)Cc2cccc(O)c2)OCc2cnnn2CCCC1=O
4 | 22 | COC(=O)c1ccc2nc(-c3ccc(OC)c(OC)c3)c(Cc3ccccc3)n2c1
6 | 0 | CCCCn1nnnc1C(c1ccccc1)N1CCc2ccccc2C1 (stereo not given)
0 | -2 | CCOC(=O)C1(C)CCN1C(=O)c1ccccc1 (stereo not given)
13 | 29 | COc1ccc(C2CC(=O)C=C3c4ccc(OC)cc4CCC32)cc1 (stereo not given)
-1 | -4 | COc1cc(CN2C[C@@H](CO)O[C@@H](n3cnc4c(NCCN(C)C)ncnc43)C2)cc(OC)c1OC
3 | -3 | Cc1ccsc1C(=O)N1CCC1(C)C(=O)NS(=O)(=O)c1ccccc1 (stereo not given)
2 | 9 | O=c1c2ccccc2c2ccccc2c(=O)n1Nc1ccccc1
-7 | 0 | O=C(NN1CCCCC1)NN1CCCCC1
-12 | 14 | Cc1cc(C(=O)CN2C(=O)NC(C)(c3ccc(F)c(F)c3)C2=O)c(C)n1C1CC1 (stereo not given)
-2 | 2 | COc1ccc(NC(=O)C2Cc3c(-c4ccncc4)ccnc3O2)cc1OC (stereo not given)
-3 | -1 | O=C(NCC(=O)N1CCN(Cc2c(F)cccc2Cl)CC1)c1cccs1
5 | 8 | Cc1cc2nc(-c3cccc(Cl)c3)c(Cc3cccc(Cl)c3)n2c(C)c1Br
2 | 4 | Cc1ccc(S(=O)(=O)N2C[C@H]3C(=O)C[C@@H]4C(=O)N(c5ccccc5)C(=O)[C@@H]4[C@@H]3C[C@@H]2c2ccccc2)cc1
1 | 3 | COc1ccc(-c2csc(C(O)c3ccc(F)c(OC)c3)n2)cn1 (stereo not given)
2 | 2 | C[C@H]1C(=O)N(C)CCN1C(=O)c1ccc(OC2CCN(CCc3ccccc3)CC2)cc1
1 | -5 | COc1ccccc1-c1ccc2c(c1)C(C)(Cc1ccc(Cl)cc1)C(=O)N2 (stereo not given)
-11 | 11 | COc1cc(-c2coc3c(C(=O)NCc4ccncc4)cccc23)ccc1O
-4 | 3 | Cc1cc(C(O)c2ncc(-c3ccccc3Cl)[nH]2)ccc1F (stereo not given)
0 | -4 | CC1(C(=O)Nc2ccc3c(c2)OCO3)CCN1C(=O)c1ccco1 (stereo not given)
-5 | -4 | CC1(c2ccccc2)NC(=O)N(CC(=O)N2CCc3ccccc32)C1=O (stereo not given)
-22 | 11 | O=C1CCCCC(=O)[C@H](OC(=O)c2ccccc2)C[C@H](c2ccccc2)O1
-2 | -1 | FC(F)(F)c1ccccc1Cc1c(-c2cccc(Cl)c2)nc2ccc(Br)cn12
-2 | -6 | O=C(NCCCN1CCOCC1)c1[nH]c(C(F)(F)F)nc1-c1ccccc1
4 | 7 | O=C(Nc1ccc2c(c1)OCCO2)C(CCc1ccccc1)N1CCN(c2ccc(F)cc2)CC1 (stereo not given)

Remaining list, next part:
CXCR6 inh | EBI2 antag | molecule
2 | -3 | CCCC(=O)N1CCOCC1c1cc(C(=O)NCc2ccccc2)no1 (stereo not given)
-3 | 2 | CC(C)c1ccc(CC(=O)N2CCC2(C)C(=O)NS(=O)(=O)c2cccc(OC(F)F)c2)cc1 (stereo not given)
3 | 11 | CCOC(=O)C1=CCC(c2cccc(Cl)c2)N(S(=O)(=O)c2ccc(C)cc2)C1 (stereo not given)
1 | -9 | CC(C)(C)OC(=O)N1CCC(NC(=O)c2[nH]cnc2C(=O)Nc2ccccc2F)CC1
0 | 10 | CCOC(=O)C1=CCC(c2ccccc2C)N(S(=O)(=O)c2ccc(C)cc2)C1 (stereo not given)
-8 | -1 | COc1ccc(CN2C(=O)c3ccccc3C2c2nnnn2Cc2ccccc2)cc1OC (stereo not given)

Screening data deposited in PubChem by Sanford-Burnham Center for Chemical Genomics.
